RmlCD inh 1536: blocks M. tuberculosis RmlC and RmlD coupled enzymes; inhibition, % at 3.6 µM; P9WH09+P9WH11; actives 0.03% (n = 160,000); RmlC+RmlD coupled enzyme assay, percent inhibition; primary screen in compound mixtures; in the data active means inhibition mostly above about 34%, no sharp cut-off; inconclusive means no clear call, values can overlap the other calls; inactive means mostly below about 22%; further: some results filed as inactive read as strong as hits
Target sequence (P9WH09 whole entry, looked up): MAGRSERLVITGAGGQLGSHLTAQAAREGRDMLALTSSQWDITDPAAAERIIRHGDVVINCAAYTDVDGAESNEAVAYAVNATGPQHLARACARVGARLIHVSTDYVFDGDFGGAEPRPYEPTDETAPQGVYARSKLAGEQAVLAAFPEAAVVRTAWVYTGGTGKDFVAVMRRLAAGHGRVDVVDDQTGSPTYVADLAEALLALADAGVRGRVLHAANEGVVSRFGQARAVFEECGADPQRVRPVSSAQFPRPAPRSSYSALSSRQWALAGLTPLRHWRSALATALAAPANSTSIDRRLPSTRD
Target sequence (P9WH11 whole entry, looked up): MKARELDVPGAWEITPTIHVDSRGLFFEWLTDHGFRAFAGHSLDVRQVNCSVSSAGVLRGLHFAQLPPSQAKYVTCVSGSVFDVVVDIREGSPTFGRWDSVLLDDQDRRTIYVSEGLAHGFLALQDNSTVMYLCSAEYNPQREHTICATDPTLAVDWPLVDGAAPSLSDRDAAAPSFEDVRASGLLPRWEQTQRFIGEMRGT
GlmU inhibition: inhibition of mycobacterial GlmU enzyme – biochemical, glucosamine-1-phosphate acetyltransferase (AID 1376); one-dose inhibition, %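 (tested at 30 µM in the primary screen)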; IC50 in µM for titrated hits; M. tuberculosis GlmU acetyltransferase enzyme assay; higher % means a stronger effect; actives 0.25% (n = 220,000); in the data active means inhibition above about 13%; inconclusive means no clear call, values can overlap the other calls;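 further: 0% = complete reaction with vehicle and 100% = reaction without substrate; strong numbers were not always called active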
* hit, by the source's call; u = inconclusive; x = no result given.

cpd	structure	GlmU inhibition	RmlCD inh 1536
1	COc1cc(C(=O)O)c2ccccc2n1	-4.5%	9.1
2	Cc1cccc(C(=O)/C=C2/c3ccccc3CC(C)(C)N2C)c1	4.9%	x
3	Cc1ccc(N2CCN(S(=O)(=O)N3CCCCCC3)CC2)cc1Cl	1.4%	-8.1
4	CC(=O)c1ccccc1OC(=O)CCN1C(=O)c2ccccc2C1=O	-1.3%	-5.3
5	CC(=O)Nc1ccc(NC(=O)CSc2nc(C)nc3sc(C)c(C)c23)cc1	2.0%	1.0
6	CCOC(=O)c1c(NC(=O)CSc2nc3ccccc3c(=O)n2-c2ccc(F)cc2)sc(C(C)=O)c1C	0.1%	x
7	CSCC[C@H](NC(=O)Nc1ccccc1C)C(=O)O	4.4%	x
8	Cc1ccc(CNC(=O)Cn2c(=O)oc3ccccc32)o1	3.0%	4.9
9	CCCCCn1nc(C(=O)OCC(=O)c2c(N)n(C)c(=O)n(C)c2=O)c2ccccc2c1=O	-7.4%	15.5
10	CC(C)(C)NC(=O)C(c1cccs1)N(C(=O)c1csnn1)c1cccc(F)c1 (centres undefined)	2.8%	x
11	COc1ccc(C(=O)NCc2nnc(SCC(=O)Nc3ccccc3F)o2)cc1	-4.6%	5.4
12	CCCCN(C)C(=O)c1cn(CC)c2ccc(S(=O)(=O)N(C)C)cc2c1=O	4.4%	9.0
13	COc1ccc(S(=O)(=O)Nc2c(C)ccc3nsnc23)cc1OC	-1.9%	x
14	Cc1ccc(NC(=O)CN(C)C(=O)COc2cccc3cccnc23)cc1	2.1%	-1.6
15	CCOc1cc(C(=O)NC(=S)Nn2cnnc2)cc(OCC)c1OCC	4.7%	-8.6
16	N#CC(C#N)=Cc1ccc(-c2ccccc2)o1	5.9%	6.8
17	CCOC(=O)C1CCCN(c2nc3ccccc3nc2C(C#N)C(=O)OC(C)COC)C1 (centres undefined)	-0.4%	4.8
18	COc1ccc(C)cc1S(=O)(=O)Nc1ccncc1	-1.5%	2.4
19	O=C(CSc1nc2ncc(Cl)cc2[nH]1)c1ccc2c(c1)OCO2	0.5%	4.7
20	CCOc1ccc(/C=C\C(C)=N\O)cc1	5.8%	-11.9
21	CC(C)Nc1nc(NC(C)C)nc(Nn2cnnc2)n1	1.4%	76.4
22	Cc1[nH]n(-c2ccccc2)c(=O)c1CCO	-5.6%	x
23	COc1ccc(NC(=O)c2sc3nc(-c4cccnc4)ccc3c2N)cc1OC	0.7%	4.6
24	Cn1c(=O)oc2cc(S(=O)(=O)N3CCCC(C(=O)Nc4ccccn4)C3)ccc21 (centres undefined)	3.0%	-9.0
25	O=C(CN(Cc1ccco1)C(=O)CNS(=O)(=O)c1ccc(F)cc1)NCc1ccc(F)cc1	-7.0%	-4.7
26	CCCOc1ccc(/C=N/Nc2ccccc2[N+](=O)[O-])c(OCCC)c1	-4.4%	7.8
27	O=C(O)CCc1nc2ccccc2c(=O)[nH]1	-6.7%	5.0
28	CC(C)c1ccccc1NC(=S)N1CCN(S(=O)(=O)c2cccs2)CC1	5.6%	5.3
29	Cc1ccc(CNC(=O)/C(C#N)=C\c2ccc(N(C)C)cc2)cc1	3.7%	-12.9
30	COc1cc2[nH]c3ccccc3c2cc1C	-2.1%	x
31	O=C(COC(=O)C1CC(=O)N(Cc2ccco2)C1)c1ccc(OC(=O)c2ccco2)cc1 (centres undefined)	0.3%	-6.6
32	O=C(CN1CCN(S(=O)(=O)c2ccc(F)cc2)CC1)Nc1ccccc1F	-0.1%	13.6
33	COc1ccc([N+](=O)[O-])cc1NC(=O)CSc1ncccn1	-3.0%	10.7
34	C/C(=N\NC(=O)Cn1ccc(C(F)(F)F)n1)c1ccc(N2CCOCC2)cc1	-2.2%	x
35	CC1(C)CC(=O)C2=C(C1)OC(N)=C(C#N)[C@@]21C(=O)N(CC(N)=O)c2ccccc21	0.6%	x
36	Cc1nnc(SCCn2c(N3CCCCC3)nc3c2c(=O)n(C)c(=O)n3C)s1	0.6%	x
37	CCC1C2Cn3c(nc4ccccc43)C1N(C)O2 (centres undefined)	6.8%	4.2
38	Cc1ccc(S(=O)(=O)N(C)C)cc1NC(=O)CSc1ncc(C(F)(F)F)cc1Cl	2.7%	-8.7
39	COC(=O)C1=C(C)N(c2ccc(OC)cc2)C(=O)/C1=C\c1cccs1	0.2%	x
40	O=[N+]([O-])c1ccc2ccn(C3OCC(O)C(O)C3O)c2c1 (centres undefined)	0.4%	10.8
41	COc1ccc(S(=O)(=O)n2nc(OCc3cccs3)cc2N)cc1	-2.1%	x
42	CC(=O)N1C(C)(C)CC(=NOC(=O)c2ccc(C)cc2)CC1(C)C	-8.9%	1.6
43	Cc1nn(-c2ccccc2)c(Cl)c1C(=O)Nc1c(C)n(C)n(-c2ccccc2)c1=O	8.2%	u
44	Cc1ccc2nc(C)cc(N/N=C/c3ccc(F)cc3)c2c1	6.3%	x
45	CC(C)(CSc1ncccn1)NS(=O)(=O)c1ccccc1	5.3%	-10.4
46	COc1cccc(C(=O)C(C#N)=C(SC)SC)c1	-4.1%	-4.2
47	CCc1cc(C=C(Cl)Cl)oc(=O)c1C	-4.1%	-5.5
48	COc1cc(OC)c(OC)cc1CN1CCC(O)CC1	0.1%	-8.3
49	C#CCOC(=O)c1ccccc1C(=O)O	2.1%	x
50	NNC(=O)c1sc2cc(C(F)(F)F)cnc2c1-c1ccccn1	-1.3%	-11.9
51	CC(=O)Nc1c(NC(C)(C)C)c2ccccc2oc1=O	6.9%	-7.8
52	C[N+](C)(C)CCNC(=O)c1c(O)c2c([nH]c1=O)CCCC2	3.5%	-6.7
53	C/C(CS(=O)(=O)c1ccc(Cl)c(Cl)c1)=N/NC(N)=S	-1.1%	-16.7
54	Cc1ccc(C)c(-c2csc(N/N=C/c3ccco3)n2)c1	-2.1%	-12.4
55	Cc1onc(-c2ccccc2Cl)c1C(=O)NCc1ccccc1	-4.7%	x
56	Cc1cc(C)cc(N(CC(=O)N2CCC(C)CC2)S(=O)(=O)c2ccccc2)c1	2.7%	73.4
57	CN(C)S(=O)(=O)c1ccc(C(=O)NNC(=O)C2COc3ccccc3O2)cc1 (centres undefined)	-2.7%	-11.9
58	Cc1ccc(COc2ccccc2C(=S)N2CCCC2)cc1	-4.5%	-2.6
59	CC(C)C(NC(=O)OCc1ccccc1)C(=O)N1CCOCCOCCOCC1 (centres undefined)	0.1%	-12.9
60	Cc1cc(C)n2nc(CC(=O)NCc3ccccc3Cl)nc2n1	-1.2%	-1.6

Complete entries as entered above. Order of screens: GlmU inhibition	RmlCD inh 1536
CCCCN(C)C(=O)c1cn(CC)c2ccc(S(=O)(=O)N(C)C)cc2c1=O is listed as 4.4%	9.0
O=C(CSc1nc2ncc(Cl)cc2[nH]1)c1ccc2c(c1)OCO2 is listed as 0.5%	4.7
C#CCOC(=O)c1ccccc1C(=O)O is listed as 2.1%	x
COc1ccc(S(=O)(=O)n2nc(OCc3cccs3)cc2N)cc1 is listed as -2.1%	x
COc1ccc([N+](=O)[O-])cc1NC(=O)CSc1ncccn1 is listed as -3.0%	10.7

New compounds follow.
cpd	structure	GlmU inhibition	RmlCD inh 1536
61	O=C(Nc1cccc(Cl)c1)c1ccc(OC(=S)N2CCOCC2)cc1	-0.8%	4.5
62	O=c1nc2c(O)cccn2c2c1c(=O)[nH]c1ccccc12	10.7%	78.8
63	O=C(NC1CCCCC1)C1CCCN(S(=O)(=O)c2ccc(Br)s2)C1 (centres undefined)	-4.3%	4.5
64	O=c1[nH]c(=S)n(C2CC2)c(O)c1C=Nc1ccc2c(c1)OCO2	-3.4%	-4.1
65	CCOC(=O)c1cn(CC(=O)Nc2cccc(F)c2)nn1	-3.4%	11.3
66	COC(=O)c1cccnc1Oc1ccccc1	6.8%	6.3
67	Cc1cccc(C)c1NC(=O)Nc1cccs1	0.9%	x
68	COc1cccc(CC(=O)Nc2ccc(-c3csc(C)n3)cc2)c1	1.0%	9.6
69	Cc1cccc(C)c1OCC(O)Cn1ccnc1C (centres undefined)	-3.4%	-9.2
70	O=C(O)CN=C(NS(=O)(=O)c1ccc(Cl)cc1)c1ccc(F)cc1	5.5%	-12.2
71	Cc1ccc(C(=O)Nc2c(C)cc(-c3ccc(Cl)cc3)oc2=O)cc1	-0.4%	-4.5
72	Cc1onc(-c2ccccc2)c1C(=O)Oc1ccccc1	2.2%	-6.9
73	CCCCCCN1CCN(c2ccc(Cl)cc2)CC1	-5.7%	-6.4
74	CCc1cc[n+](-c2nc3ccccc3nc2C(=C=[N-])C#N)cc1	6.8%	4.6
75	CC(C)P(=O)(c1cccc(C(=O)O)c1)C(C)C	1.6%	-9.5
76	COc1ccc(OC)c(CNC(=O)C2CCN(C(=O)N(C)C)CC2)c1	-5.2%	-8.4
77	COc1ccccc1/C=C1\SC(=S)N(CCC(=O)NCCCN2CCOCC2)C1=O	1.5%	3.1
78	CCOc1ccc(CN(C(=O)c2cc3ccccc3oc2=O)C2CC2)cc1	-3.6%	x
79	NS(=O)(=O)c1ccc(S(=O)(=O)NCCc2ccccc2)cc1	-4.6%	8.5
80	CCOC(=O)Cc1csc(NC(=O)C(C)(C)CC)n1	-6.2%	-2.2
81	C[C@H]1CCC[C@@H](O)CCC/C=C/c2cc(O)cc(O)c2C(=O)O1	1.9%	x
82	Cc1c(C)c(C)c(S(=O)(=O)N2CCNCC2)c(C)c1C	2.3%	8.0
83	CC(=O)Nc1ccc(NC(=O)c2ccc(C3SCC(=O)N3CCc3ccccc3)cc2)cc1 (centres undefined)	1.1%	-14.0
84	O=c1[nH]c2ccccc2n1Cc1ccccc1	-2.6%	6.2
85	CCC(=O)N(CC(=O)Nc1sc(C)c(C)c1C(N)=O)Cc1ccc(F)cc1	1.3%	x
86	CCOc1ccc(Br)cc1S(=O)(=O)Nc1ccc(C(=O)OC(C)C(=O)N(C)c2ccccc2)cc1 (centres undefined)	4.4%	u
87	Cc1cccc(C)c1NC(=O)CN(C)CC(=O)Nc1ccc(C#N)c(Cl)c1	-6.5%	x
88	O=C(NCc1ccco1)C(=O)NCC1OCCN1S(=O)(=O)c1ccc(F)cc1 (centres undefined)	2.2%	x
89	COc1cc(NC(=O)Nc2cccc(Cl)c2)c(OC)cc1NC(=O)CN1CCCCC1	-3.8%	106.1
90	COC(=O)c1sccc1NC(=S)N1CCCC(C)C1 (centres undefined)	3.6%	-6.2
91	Cc1cc(C)n2nc(C(=O)OCC(=O)c3cc(C)n(C)c3C)nc2n1	3.0%	x
92	Cn1c(O)c(C(=O)c2ccccc2)c(=O)n(C)c1=O	0.9%	6.0
93	O=c1[nH]c(=S)n(C2CC2)c(O)c1C=NCC1CCCO1 (centres undefined)	4.2%	4.8
94	CCOc1cc(/C=C2\N=C(C)OC2=O)cc(Br)c1OCCc1ccccc1	-2.7%	4.2
95	O=C(CCCc1nc(-c2ccc(Cl)cc2)no1)N1CCOCC1	4.6%	18.1
96	COc1cc(/C=C/C(=O)O)cc(OC)c1O	-3.2%	x
97	O=C(CC1C(=O)NCCN1C(=O)Nc1ccc(Cl)cc1)Nc1ccc(F)cc1 (centres undefined)	0.6%	7.6
98	N=C1C(c2nc3ccccc3s2)=C(O)CN1C1CCC(O)CC1 (centres undefined)	1.7%	-7.9
99	COC(=O)c1cc(OC)c(OC)c(OC)c1NC(=O)c1ccc(S(=O)(=O)N(C)C)cc1	3.1%	x
100	CCn1c(SCC(=O)N2CCOCC2)nc2c(c1=O)SC(C)C2 (centres undefined)	5.2%	-12.9
101	C=CCOc1ccc(C2C(C(=O)c3ccco3)=C(O)C(=O)N2CCCN(CC)CC)cc1 (centres undefined)	1.7%	4.9
102	O=C(NCCCN1CCOCC1)c1ccco1	-1.9%	-2.4
103	COc1cc(-c2n[nH]c(=S)n2-c2ccccc2C(F)(F)F)cc(OC)c1OC	4.8%	5.2
104	CCc1ccc(C(=O)C23CN4CN(CN(C4)C2)C3)cc1	-4.7%	x
105	NCCCCc1cn(CC(=O)N2CCNCC2)nn1	3.2%	x
106	CCN1CCN(Cc2ccc(C)cc2C)CC1	-7.4%	103.4
107	Cc1cccc(C(=O)N[C@H](C(=O)Nc2ncc(C)s2)C(C)C)c1	1.2%	-11.3
108	N#Cc1ccccc1NC(=O)COC(=O)/C=C/c1cn(-c2ccccc2)nc1-c1ccc(Cl)cc1	-0.9%	9.4
109	CCCCc1c(O)n2c(nc3ccccc32)[nH]c1=O	-0.1%	-12.7
110	CCCc1cc(=O)[nH]c(SCC(=O)c2ccc3c(c2)OCCO3)n1	2.1%	5.5
111	N#Cc1c(N)nc2c(c1N)CC(C(F)(F)F)O2 (centres undefined)	-1.8%	-6.2
112	Nc1nc(N2CCN(C(c3ccccc3)c3ccccc3)CC2)n[nH]1	-1.5%	5.0
113	Cc1onc(-c2ccccc2)c1C(=O)N1CCCN(C(=O)c2c(-c3ccccc3)noc2C)CC1	7.7%	7.8
114	COc1ccc(/C=C/C2=CCN(C)CC2)cc1	1.7%	0.8
115	FC(F)(F)c1cc(Oc2ccccc2Cl)nc(-c2ccccn2)n1	-2.0%	6.3
116	CSc1ccc(S(=O)(=O)NCc2ccccc2)cc1	0.1%	x

Screening results from PubChem.

Not all compounds are listed (hit frequency here may not be typical).
